# Screens: PubChem BioAssay, National Center for Advancing Translational Sciences (NCATS)
# IL-2 act – activators of IL-2. AID 652025. hit rate 0.065% among 360,000. IL-2 activation reporter assay, cell-based qHTS; stimulated with anti-CD3/CD4/CD28 beads; in transgenic mouse T cells. activation, % (series mostly up to about 46 µM); in the data active = activation above about 50%; inconclusive = mostly about 30% to 49%; note: 0% is about no effect
#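 Screening format: compound pinned onto unstimulated transgenic mouse T cells, 60 min incubation, then anti-CD3/anti-CD4/anti-CD28 bead stimulation for 18 hours at 37 degrees C, followed by EGFP and DsRed detection.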
# WRN inhibitor – WRN helicase (human) inhibition; hit rate 0.46% among 360,000; Potency, µM (top dose mostly 114 µM), without a hit: top-dose activity change, negative = inhibition, actives largely listed as inhibitors; Q14191; WRN helicase unwinding, fluorescent forked duplex, kinetic; note: potency is the fitted concentration of half-maximal effect; % is set by controls: 0 for no effect and ±100 for the full control effect; nearly all actives have a fitted effect of over 55% in size
# Target sequence (Q14191 whole entry, looked up): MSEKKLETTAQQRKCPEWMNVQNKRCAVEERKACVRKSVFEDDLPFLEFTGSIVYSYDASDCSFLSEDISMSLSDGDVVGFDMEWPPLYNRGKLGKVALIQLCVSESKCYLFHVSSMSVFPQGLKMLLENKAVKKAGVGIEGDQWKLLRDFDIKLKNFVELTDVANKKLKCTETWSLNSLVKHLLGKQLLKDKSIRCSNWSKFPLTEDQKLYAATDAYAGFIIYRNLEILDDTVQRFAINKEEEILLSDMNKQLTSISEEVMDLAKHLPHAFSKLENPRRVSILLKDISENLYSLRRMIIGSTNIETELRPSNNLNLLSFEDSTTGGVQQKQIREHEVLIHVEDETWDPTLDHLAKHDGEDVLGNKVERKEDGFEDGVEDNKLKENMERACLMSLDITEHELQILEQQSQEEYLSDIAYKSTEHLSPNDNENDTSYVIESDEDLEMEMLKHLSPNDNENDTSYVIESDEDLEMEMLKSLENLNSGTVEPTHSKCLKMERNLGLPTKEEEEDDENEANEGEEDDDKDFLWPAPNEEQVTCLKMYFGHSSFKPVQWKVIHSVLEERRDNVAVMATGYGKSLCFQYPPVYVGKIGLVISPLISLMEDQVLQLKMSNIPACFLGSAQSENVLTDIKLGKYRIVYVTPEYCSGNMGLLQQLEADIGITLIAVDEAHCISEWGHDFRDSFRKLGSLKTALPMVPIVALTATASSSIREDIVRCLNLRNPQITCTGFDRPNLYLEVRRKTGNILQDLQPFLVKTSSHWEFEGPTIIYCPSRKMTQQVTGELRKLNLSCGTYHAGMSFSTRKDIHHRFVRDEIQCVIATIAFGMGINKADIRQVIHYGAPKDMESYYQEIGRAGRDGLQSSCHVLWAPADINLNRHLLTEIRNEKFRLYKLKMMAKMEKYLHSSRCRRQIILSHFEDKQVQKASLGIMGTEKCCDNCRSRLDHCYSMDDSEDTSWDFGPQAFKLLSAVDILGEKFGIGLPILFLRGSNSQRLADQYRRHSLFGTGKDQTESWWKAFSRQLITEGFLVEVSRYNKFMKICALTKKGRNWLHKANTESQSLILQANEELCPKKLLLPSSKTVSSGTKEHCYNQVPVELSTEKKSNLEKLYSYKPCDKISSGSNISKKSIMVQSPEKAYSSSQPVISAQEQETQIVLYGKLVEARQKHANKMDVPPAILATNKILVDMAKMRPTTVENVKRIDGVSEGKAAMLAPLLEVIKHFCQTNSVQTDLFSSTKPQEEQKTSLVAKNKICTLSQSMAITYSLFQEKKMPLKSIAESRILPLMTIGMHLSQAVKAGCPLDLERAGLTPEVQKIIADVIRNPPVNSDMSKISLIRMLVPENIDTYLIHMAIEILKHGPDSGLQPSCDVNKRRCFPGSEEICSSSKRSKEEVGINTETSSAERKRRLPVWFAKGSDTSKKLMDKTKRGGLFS
#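 WRN at 20 nM final was preincubated with compound for 15 min at room temperature; reaction started with 100 nM forked duplex oligonucleotide carrying fluorophore and quencher plus 2 mM ATP (final). Unwinding followed kinetically by red fluorescence (ex 525/em 598 nm).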
# PLK1 PBD inh – blocks phosphopeptide binding to human PLK1 polo-box domain; Potency, µM, for inactives: max response, negative = inhibition, hits mostly inhibitors; hit rate 2.8% among 360,000; P53350; AID 720504; Plk1 PBD binding of FITC phosphopeptide, fluorescence polarization; note: potency is the fitted concentration of half-maximal effect; series mostly up to about 57 µM; % is set by controls: 0 for no effect and ±100 for the full control effect; nearly all actives have a fitted effect of over 65% in size
# FUS yeast rescue – FUS proteinopathy suppression in yeast | S. cerevisiae FUS-expressing, growth rescue, OD600, 24 h | Potency, µM (top dose mostly 76.6 µM), without a hit: at the top dose growth rescue (activation), actives largely listed as activators | hit rate 0.24% among 390,000 | AID 1347120;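 note: potency is the fitted concentration of half-maximal effect; plate controls were DMSO vehicle for no effect and reference control for full effect; nearly all actives have a fitted effect of over 55% in size; some results filed as inactive show a strong effect at the top dose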
#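 Steps: raffinose overnight preculture; dilution to OD 0.005 in 2% galactose minimal medium; compound addition (concentration series); 24hr at 30C, 99% humidity; absorbance read at 600 nm.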
# PI5P4K alpha inh – PI5P4K alpha (human) kinase inhibition; P48426; PI5P4Kalpha enzyme, ADP-Glo luminescence, 60 min; hits give low values; max response, %; hit rate 1.2% among 330,000; AID 652105; active = max response of -50% or lower; inconclusive = between -30% and -50%; inactive = -30% or higher; note: value at the top dose of about 77 µM; % is set by controls: 0 for no effect and ±100 for the full control effect
#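 ADP-Glo luminescence end-point read after a 60 min room-temperature kinase reaction of PI5P4Kalpha plus substrate, initiated with ATP at 5 microM final. Buffer: 0.038 M HEPES pH 7.4, EGTA, 0.1% CHAPS, 5% DMSO.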
# EPAC1 ag – activates human EPAC1 exchange factor; O95398; EPAC1 agonist qHTS, biochemical assay; response scale: 100% = response to 6.5 mM cAMP; Potency, µM (doses to about 154 µM), without a hit: at the highest dose activation, hits mostly activators; hit rate 0.073% among 360,000; AID 720707; note: potency is the fitted concentration of half-maximal effect; nearly all actives have a fitted effect of over 60% in size
#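 Normalized to 6.5 mM cAMP, activity reflects EPAC1-catalysed release of BODIPY-GDP from Rap1B, followed kinetically over 30 min at 480 nm excitation, 540 nm emission. Reaction contained 100 nM EPAC1, 250 nM Rap1B-BODIPY-GDP, 50 uM GDP.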
# EPAC1 antag – blocks human EPAC1 exchange factor | O95398 | EPAC1 GEF assay, Rap1b-BODIPY-GDP exchange fluorescence | Potency, µM (doses to about 115 µM), for the others: at the highest dose activity change, negative = inhibition, hits mostly inhibitors | hit rate 0.14% among 360,000 | AID 720709;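 note: potency is the fitted concentration of half-maximal effect; plate controls were vehicle for no effect and positive control for full effect; nearly all actives have a fitted effect of over 50% in size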
# Abeta yeast res – restores growth of yeast expressing A-beta42 peptide | yeast expressing A-beta42, growth rescue, OD600, 48 h; response scale: 0% DMSO, 100% iron-clioquinol control | AID 1347071 | Potency, µM (highest dose often 46.1 µM), for the others: top-dose growth rescue, hits mostly activators | hit rate 0.063% among 410,000; note: potency is the fitted concentration of half-maximal effect; nearly all actives have a fitted effect of over 55% in size
#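 Yeast growth medium received pinned compounds, then yeast cells expressing toxic A-beta were added; plates incubated at 30 C for 48 hr. Growth read as absorbance at 600 nm, normalized to DMSO and equimolar FeCl3 plus clioquinol controls.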
# * = called active by the depositor; u = inconclusive; x = no result given; & = joins results of further samples; [ ] = remark or other dose. Unless noted, calls come from the whole dose curve; as a rule, active = well fitted curve in the direction sought with a large enough effect; inconclusive = small, poorly fitted or top-dose-only effect, or another doubt; inactive = no such curve, though single readings can be large; an effect the other way counts as inactive or inconclusive. Compounds were not picked by outcome; about 4.1% have a hit in one of these screens.
SMILES,IL-2 act,WRN inhibitor,PLK1 PBD inh,FUS yeast rescue,PI5P4K alpha inh,EPAC1 ag,EPAC1 antag,Abeta yeast res
COc1ccc(C2C(C(=O)N3CCN(C)CC3)c3cc(OC)c(OC)cc3C(=O)N2C)cc1 (stereo unspecified),-3.3,-20%,-5%,9%,2,3%,5%,2%
CC(=O)N1CCN(c2nc(N)c(C#N)c(CC#N)c2C#N)CC1,0.1,-8%,-14%,-4%,4,4%,4%,4%
CC(=O)Nc1ccc(S(=O)(=O)N(C#N)c2nc(N(C)C)nc(N(C)C)n2)cc1,-0.8,5%,4%,-6%,7,8%,-17%,5%
Cc1ccc(-c2ccc(=O)n(CC(=O)NCCN3C(C)CCCC3C)n2)cc1 (stereo unspecified),-1.1,1%,-1%,3%,x,-2%,12%,12%
O=C(NCc1ccc(F)cc1)c1cc(-c2ccncc2)nc2ccccc12,-5.0,6%,-10%,11%,1,4%,2%,5%
Cn1c(N/N=C/c2cccs2)cc(=O)n(C)c1=O,-0.2,-1%,-2%,1%,-16,3%,-20%,-1%
COc1ccc(-n2c(Cc3ccccc3)nnc2SCc2ccc([N+](=O)[O-])cc2)cc1,-3.9,-3%,27µM*,44%,-5,4%,-13%,18%
NC(=O)C1(N2CCCCC2)CCN(C(=S)NC2CCCC2)CC1,-2.7,-6%,-3%,15%,2,-19%,12%,-9%
Cc1cc(OCC(=O)NCc2ccccn2)c2c(C)c(C)c(=O)oc2c1,-2.3,8%,-30%,-15%,-2,14%,-1%,1%
Cc1ccc(-c2cnc(C(O)c3ccc(Cl)cc3C)[nH]2)cc1 (stereo unspecified),-0.5,-3%,3%,-10%,0,-15%,-19%,-5%
COC(=O)c1ccc(CNC(=O)c2ccc3c(c2)OCCO3)cc1,-1.1,-3%[57.1 µM],-2%,-5%,2,-12%,-10%,-15%
CC(C)C[C@@H]1COc2cc(N3CCSCC3)ccc2S(=O)(=O)N1,-0.3,-1%,-4%,-7%,0,-6%,-1%,0%
COc1ccc(OCCCC(=O)Nc2ccc3c(c2)OCCO3)cc1,-1.1,-7%,-14%,4%,x,0%,5%,-6%
COc1ccc(N2CCN(CCNS(=O)(=O)c3cccc4nsnc34)CC2)cc1,-2.7,6%,27µM*,7%,4,2%,0%,20%
CC(C)=CCN1CCN(Cc2cc(F)ccc2-n2nc(C)cc2C)CC1CCO (stereo unspecified),-1.8,-9%,-4%,-14%,-3,3%,-9%,7%
Cc1cc2c(cn1)C(CCC#N)(CCC#N)c1ccccc1-2,-1.9,4%,-9%,20%,-3,-12%,-14%,2%
Nc1nc(-c2ccc(Cl)cc2)nc(-c2ccc(Cl)cc2)n1,-1.7,-2%,1%,-30%,11,-10%,18%,-9%
CC1=C[C@@H](C)[C@@H](c2ccccc2)OC1=O,0.1,-3%,-4%,-13%,-1,0%,3%,20%
CC(=O)c1c(C)c2c(n1CCN(C)C)CCCC2,6.8,1%,1%,-20%,-4,1%,1%,-3%
CCOc1ccc(C2C(C(=O)/C=C/c3ccco3)=C(O)C(=O)N2CCN2CCOCC2)cc1OC (stereo unspecified),-1.1,-14%,-13%,43%,7,-4%,-8%,2%

# Reprinted from the part before: 2 entries, followed by the next part.
SMILES,IL-2 act,WRN inhibitor,PLK1 PBD inh,FUS yeast rescue,PI5P4K alpha inh,EPAC1 ag,EPAC1 antag,Abeta yeast res
CC(=O)c1c(C)c2c(n1CCN(C)C)CCCC2,6.8,1%,1%,-20%,-4,1%,1%,-3%
CCOc1ccc(C2C(C(=O)/C=C/c3ccco3)=C(O)C(=O)N2CCN2CCOCC2)cc1OC (stereo unspecified),-1.1,-14%,-13%,43%,7,-4%,-8%,2%
C/C(=N\Nc1cccc([N+](=O)[O-])c1)c1cc(F)ccc1O,-0.1,0%,-5%,-3%,11,-3%,u,x
O=C(O)C1CC(=O)N(C2CCCCCC2)C1 (stereo unspecified),-0.4,4%,-2%,-18%,-7,-7%,11%,3%
COCCOc1cc(-n2ccnc2SC)c(Cl)cc1Cl,0.6,-7%,3%,-10%,0,-3%,15%,8%
Cc1c(N=C2NC(=O)C(CC(=O)Nc3ccccc3)S2)c(=O)n(-c2ccccc2)n1C (stereo unspecified),0.0,-7%,-2%,17%,1,-6%,-4%,29%
CCNC(=O)N1C(CC(=O)OCC)C(=O)NC2CCCCC21 (stereo unspecified),-0.6,9%,-11%,-14%,4,11%,-12%,-3%
CN(CC(=O)Nc1ccc(F)cc1)C(=O)CN1C(=O)NC2(CCCc3ccccc32)C1=O (stereo unspecified),2.6,1%,4%,5%,-2,-5%,2%,6%
CCOc1cc(/C=N/NC(=O)C(=O)NCc2ccc3c(c2)OCO3)ccc1OCC(=O)N1CCOCC1,-3.4,-2%,-14%,u,2,27%,-10%,-1%
CCSc1nc2c(sc3ccccc32)c(=O)n1C(C)C,0.0,-3%,-8%,23%,7,8%,0%,-11%
O=C(O/C(=C/c1ccccc1)C(F)(F)F)c1ccccc1,2.0,9%,-4%,-28%,13,-6%,-12%,8%
COc1ccc2[nH]c3c(=O)n4c(nc3c2c1)SCCC4,0.3,0%[57.1 µM],-9%,-4%,0,8%,-2%,-11%
CCOC(=O)CC1C(=O)NCCN1S(=O)(=O)c1ccc(OC)cc1 (stereo unspecified),-0.8,-6%,-3%,-6%,5,3%,-3%,6%
COc1ccc(C2=CSC3=NCCN23)cc1Br,6.9,2%,-16%,1%,-3,2%,-31%,8%
COc1cc(OC)cc(C(=O)N[C@H](C(=O)NCc2ccco2)C(C)C)c1,-2.8,1%[57.1 µM],-5%,12%,-4,2%,u,15%
COC(=O)c1ccc(NC(=O)C(=O)N2CCN(C(=S)Nc3ccc(OC)cc3)CC2)cc1,0.7,9%,-25%,x,-16,-6%,-21%,14%
Cc1cccc(CCNC(=O)c2cc(S(=O)(=O)N3CCCCC3)c[nH]2)c1,-3.5,6%,-4%,-1%&9%,2,7%,-2%,-1%&-9%
CCC(/C=N/NC(=O)C(N)=O)CC,-0.3,6%,-14%,29%,4,-11%,5%,-19%
CN1CCN(C2Cc3cc(Cl)ccc3Sc3cc(F)ccc32)CC1 (stereo unspecified),1.0,-26%,-6%,32%,25,17%,-7%,-7%
O=C(CSc1nc(-c2ccccc2)cc(=O)[nH]1)Nc1ccc(F)c(F)c1,-2.9,-3%,-1%,3%,-9,-6%,11%,-11%
Cc1onc(-c2ccccc2)c1C(=O)OCC(=O)Nc1ccc(OC(F)(F)F)cc1,0.3,-13%,2%,31%,23,-7%,-16%,11%
CC(=O)c1ccc(Cl)c(Cl)c1Cl,2.1,-1%,-2%,-19%,2,-17%,-7%,-11%
Cc1cc(/C=C2\C(=N)N3C(SCc4ccccc4)=NSC3=NC2=O)c(C)n1Cc1ccccc1,-2.7,-4%,-25%,-5%,x,-2%,3%,8%
O=C(COC(=O)C1CC1)Nc1ccc(Oc2ccccc2)cc1,-0.6,-10%,-3%,-4%,5,2%,-10%,u
CCCCC1CCC(C(=O)OC(C)C(=O)Nc2ccc(NC(C)=O)cc2)CC1 (stereo unspecified),-2.3,4%,0%,11%,0,-25%,-12%,19%
CSc1nc2ccccc2n1C(=O)NC1CCCCC1,-0.4,7%,u,-19%,3,-13%,-8%,7%
O=C(CNC(=O)C(c1ccccc1)c1ccccc1)N/N=C/c1cccnc1,-0.3,7%,-6%,21%,1,10%,1%,10%
Cc1ccc(OCC(=O)OCCN2C(=O)c3ccccc3C2=O)cc1C,-1.5,6%,0%,x,1,-1%,0%,8%
COc1c(F)cc2[nH]c3c(c2c1F)CCNC3=O,0.2,x,x,-27%,x,-8%,6%,0%
CCCN(C(=O)COC(=O)c1[nH]c(C)c(C(=O)OC)c1C)c1c(N)n(Cc2ccccc2)c(=O)[nH]c1=O,1.3,-1%,13%,u,-3,-2%,-1%,1%
CCC(C)Nc1nc2c(c(=O)[nH]c(=O)n2C)n1CCC(C)C (stereo unspecified),-0.3,-2%,3%,-2%,-1,-9%,-2%,13%
O=C(Nc1cccc(C(=O)N2CCCCCC2)c1)c1ccco1,0.6,0%,-4%,-5%,5,-3%,-8%,18%
CCOc1ccccc1N1CN(CC)CNC1=S,-0.4,-6%,-1%,9%,-5,6%,0%,14%
Cc1ccc(Cl)cc1-c1cc(C(=O)NCc2cccc(Cl)c2)[nH]n1,-0.5,-5%,-4%,19%,-12,8%,2%,-13%
CCOC(=O)c1ccc(NC(=O)Cc2coc3cc4c(cc23)CCC4)cc1,-1.2,-12%,-29%,-3%,11,19%,-2%,7%
CN(c1ccccc1)S(=O)(=O)c1cccc(C(=O)NCCc2c[nH]c3ccccc23)c1,-2.7,-8%,-4%,42%,-1,5%,-18%,9%
CCN(C(=O)CSc1nnc(C)n1Cc1ccccc1)C1CCS(=O)(=O)C1 (stereo unspecified),0.4,2%[57.1 µM],-14%,-7%,9,-12%,-17%,-13%
S=C1N(c2ccccc2)CN(CCN2CCOCC2)CN1c1ccccc1,0.8,-11%,-2%,3%,3,2%,-10%,-6%
Cc1cccc(N2CCN(C(=O)CCC(=O)N3CC(C)Oc4ccc(C)cc43)CC2C)c1 (stereo unspecified),-4.2,0%,-7%,11%,6,-6%,-15%,6%
CC(C)(C)NC(=O)COC(=O)CCC(=O)c1ccc(F)cc1,-5.2,-10%,-6%,-8%,2,-7%,5%,3%
Cc1nn(Cc2ccccc2Cl)c(C)c1C(=O)N1CCN(c2ccccc2)CC1,-2.4,-6%,-3%,38%,2,6%,-25%,13%
Cc1ccc(-c2noc(-c3cccs3)n2)cc1,-1.4,-6%,-9%,-7%,x,20%,6%,-36%[inhibitor]
COc1cc(OC)c(S(=O)(=O)Nc2ccccc2NC(=O)CN2CCOCC2)cc1NC(C)=O,0.3,7%,-15%,-34%,4,5%,-2%,8%
COc1ccc2c(CN(C)c3ccccc3)cc(=O)oc2c1,0.5,-16%,-7%,x,-12,8%,-20%,-16%
COc1cccc(NC(=S)NCCCN2CCOCC2)c1,3.5,1%,-3%,x,-2,2%,-2%,1%
CCOC(=O)c1c(N)sc2c1CCC(C)C2 (stereo unspecified),-0.4,-2%,u,7%,-7,-4%,3%,6%
COc1ccc(-c2nc(CSCC(=O)NCC3CCCO3)c(C)o2)cc1OC (stereo unspecified),-0.7,0%,-6%,-1%,x,0%,-6%,11%
